PLK1 PBD inh = inhibitors of human PLK1 polo-box domain binding. P53350. Plk1 PBD binding of FITC phosphopeptide, fluorescence polarization. Potency, µM, for inactives: max response, negative = inhibition, actives largely listed as inhibitors. actives 2.8% (n = 360,000). AID 720504; also: potency is read from the fitted curve at half-maximal effect; series mostly up to about 57 µM; % is scaled to controls: 0 for no effect and ±100 for the full control effect; nearly all actives have a fitted effect of over 65% in size
Target sequence (P53350 whole entry, looked up, the tested form may be a part): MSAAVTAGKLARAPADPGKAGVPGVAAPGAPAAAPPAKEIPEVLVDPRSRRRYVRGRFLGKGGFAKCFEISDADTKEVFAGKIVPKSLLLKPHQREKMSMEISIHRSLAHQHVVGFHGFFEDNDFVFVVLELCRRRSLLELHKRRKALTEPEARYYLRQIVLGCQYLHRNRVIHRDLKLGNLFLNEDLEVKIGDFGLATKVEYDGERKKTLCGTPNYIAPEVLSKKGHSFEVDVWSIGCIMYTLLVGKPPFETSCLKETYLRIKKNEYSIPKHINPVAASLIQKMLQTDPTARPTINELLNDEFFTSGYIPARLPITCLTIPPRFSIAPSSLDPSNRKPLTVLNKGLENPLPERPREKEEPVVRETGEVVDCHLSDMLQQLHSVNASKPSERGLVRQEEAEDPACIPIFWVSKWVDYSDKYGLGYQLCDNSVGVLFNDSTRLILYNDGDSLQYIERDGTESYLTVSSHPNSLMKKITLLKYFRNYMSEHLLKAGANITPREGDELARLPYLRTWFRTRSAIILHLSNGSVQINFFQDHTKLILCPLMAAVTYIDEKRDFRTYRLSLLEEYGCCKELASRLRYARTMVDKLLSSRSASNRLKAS
GLP1R cytotox = cytotoxicity in counter-screen for GLP-1R inverse agonists; actives 0.13% (n = 410,000); HEK293 cAMP-luciferase reporter cells, luminescence, 24 h; Potency, µM (series often up to 38.3 µM), for inactives: top-dose activity change, negative = inhibition, most hits filed as inhibitors; AID 624418;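 also: loss of luciferase light is scored as toxicity; potency is read from the fitted curve at half-maximal effect; % is scaled to controls: 0 for no effect and ±100 for the full control effect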
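A 23 nL compound transfer followed 12 hours of cell culture at 37 deg C; exposure then lasted 24 hr. Luciferase assay detection reagent was dispensed and plates read for luminescence after a 12 min room-temperature wait.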
GLP-1R inv ag = inverse agonists of human GLP-1 receptor. P43220. HEK293 GLP-1R CRE-luciferase, luminescence, 24 h; GLP-1R form is constitutively active. Potency, µM (titrated, usually from 38.3 µM), inactives show at the top dose activity change, negative = inhibition, actives largely listed as inhibitors. actives 1.6% (n = 410,000). AID 624417; also: potency is read from the fitted curve at half-maximal effect; % is scaled to controls: 0 for no effect and ±100 for the full control effect; nearly all actives have a fitted effect of over 55% in size
Target sequence (P43220 whole entry, looked up): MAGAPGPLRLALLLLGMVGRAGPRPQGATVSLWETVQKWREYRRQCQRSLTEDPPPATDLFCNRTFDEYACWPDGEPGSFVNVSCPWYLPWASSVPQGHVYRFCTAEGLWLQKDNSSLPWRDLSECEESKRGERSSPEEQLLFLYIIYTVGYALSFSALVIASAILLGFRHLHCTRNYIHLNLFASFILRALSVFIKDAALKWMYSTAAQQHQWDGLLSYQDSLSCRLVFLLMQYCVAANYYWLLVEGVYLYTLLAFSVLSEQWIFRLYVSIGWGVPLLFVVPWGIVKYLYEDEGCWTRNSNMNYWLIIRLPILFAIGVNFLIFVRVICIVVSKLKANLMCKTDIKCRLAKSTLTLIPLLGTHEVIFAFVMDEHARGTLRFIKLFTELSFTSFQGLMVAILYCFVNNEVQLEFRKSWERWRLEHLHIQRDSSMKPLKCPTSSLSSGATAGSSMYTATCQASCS
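qHTS in 1536-well format: reporter HEK293 cells expressing constitutive GLP-1R activity in DMEM + 10% Nu serum, 24 hr with compounds at 37 deg C, luminescence read after 12 min with detection reagent.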
DRD3 antagonist = blocks the human D3 dopamine receptor; P35462; D3R cells, DiscoveRx beta-arrestin luminescence, antagonist mode; hits give low values; max response, negative = inhibition, %; actives 2.5% (n = 360,000); AID 652054; in the data active = max response below about -50%; inconclusive = no clear call, values can overlap the other calls; also: % is scaled to controls: 0 for no effect and ±100 for the full control effect; mostly tested at two doses, the higher about 12 µM
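Cells plated overnight at 1500 cells/well, then exposed to library compounds with dopamine controls for 90 minutes at 37 degrees C. DiscoveRx reagent added for 30–60 minutes at room temperature; luminescence read, quantitative HTS format.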
GLP-1R agonist = activates the human GLP-1 receptor | P43220 | HEK293 GLP-1R CRE-luciferase, luminescence, 4-6 h; cells express a hypersensitive GLP-1R form | Potency, µM (series often up to 45.6 µM), for the others: at the highest dose activation, actives largely listed as activators | actives 0.007% (n = 380,000) | AID 624172; also: potency is read from the fitted curve at half-maximal effect; % of control where 0% means no effect
PI5P4K alpha inh = blocks human PI5P4K alpha kinase activity; P48426; PI5P4Kalpha enzyme, ADP-Glo luminescence, 60 min; hits give low values; max response, %; actives 1.2% (n = 330,000); AID 652105; active = max response of -50% or lower; inconclusive = between -30% and -50%; inactive = -30% or higher; also: value at the top dose of about 77 µM; % is scaled to controls: 0 for no effect and ±100 for the full control effect
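Luminescence from ADP-Glo served as readout of PI5P4Kalpha activity in a qHTS format. Reaction: enzyme, substrate, compound, ATP at 5 microM final, 60 min at RT.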
WRN inhibitor = blocks human WRN helicase; WRN helicase unwinding, fluorescent forked duplex, kinetic; Potency, µM (titrated, usually from 114 µM), without a hit: top-dose activity change, negative = inhibition, usual class: inhibitors; actives 0.46% (n = 360,000); AID 651768; also: potency is read from the fitted curve at half-maximal effect; % is scaled to controls: 0 for no effect and ±100 for the full control effect; nearly all actives have a fitted effect of over 55% in size
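Primary qHTS, 1536-well format. 20 nM WRN + compound, 15 min RT; start with 100 nM forked fluorophore/quencher duplex, 2 mM ATP (final); kinetic read ex 525/em 598 nm.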
DRD3 agonist = agonists of human D3 dopamine receptor. P35462. D3R DiscoveRx beta-arrestin cells, luminescence, 90 min. max activation, %. actives 0.58% (n = 410,000); in the data active = max activation above about 30%; also: 0% is about no effect; mostly tested at two doses, the higher about 12 µM
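Agonist-mode cell screen: cells plated at 1500/well and incubated overnight at 37 °C, then exposed to library compounds for 90 min at 37 °C. Detection reagent was added for 30–60 min at room temperature, and luminescence was read.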
IL-2 act = activates IL-2 in a cell-based reporter assay | IL-2 activation reporter assay, cell-based qHTS; stimulated with anti-CD3/CD4/CD28 beads; in transgenic mouse T cells | activation, % (series mostly up to about 46 µM) | actives 0.065% (n = 360,000) | AID 652025; in the data active = activation above about 50%; inconclusive = mostly about 30% to 49%; also: 0% is about no effect
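EGFP and DsRed fluorescence is measured by plate cytometry in unstimulated transgenic mouse T cells exposed to compound for 60 minutes, then stimulated 18 hours at 37 degrees C with anti-CD3/anti-CD4 beads plus anti-CD28.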
* marks the source's active call; other numbers are inactive results; ? = inconclusive; / = not tested or not shown; [ ] = another dose, or the depositor's remark. Unless noted, calls follow the shape of the dose curve; as a rule, active = well fitted curve in the direction sought with a large enough effect; inconclusive = small, poorly fitted or top-dose-only effect, or another doubt; inactive = no such curve, though single readings can be large; an effect the other way counts as inactive or inconclusive.

SMILES	PLK1 PBD inh	GLP1R cytotox	GLP-1R inv ag	DRD3 antagonist	GLP-1R agonist	PI5P4K alpha inh	WRN inhibitor	DRD3 agonist	IL-2 act
COC(=O)c1ccc2nc(-c3ccco3)c(Cc3cccc(F)c3)n2c1	?	5%	3%	0	-4%	?	-16%	-12	2.1
CCn1c2ccccc2c2cc(NC(=O)c3cc(OC)cc(OC)c3)ccc21	-11%	?	?	?	12%	2	3%	-23	-2.5
Cc1cnnc2ccc3c(no[n+]3[O-])c12	-11%	12%	-8%	4	17%	-14	-31%	0	-3.3
O=C(c1cc2c(s1)-c1ccccc1S(=O)(=O)C2)N1CCCC1	-8%	16%	52%[activator]	-14	5%	-5	10%	1	-0.7
COc1ccc(CC(=O)OC(C)C(=O)NC2CCCCC2C)cc1 (centres undefined)	0%	-9%	?	-12	4%	1	3%	10	-0.8
O=C(c1ccccc1)c1cccc(NC(=O)c2ccc(Br)o2)c1	-3%	-11%	?	12	7%	-1	-7%[57.1 µM]	-6	-3.1
Nn1c(Nc2ccccc2)nc2sc3c(c2c1=O)CCC3	-12%	-2%	?	50	6%	-13	-16%	6	1.5
COc1ccc(-c2cc(=O)c3cc(OC)ccc3o2)cc1	3%	0%	-23%	10	-6%	1	2%	5	0.2
O=S(=O)(c1ccccc1)N1CCN(C/C=C/c2ccccc2)CC1	-8%	-2%	?	-11	-7%	-4	-1%	-10	-2.0
CNS(=O)(=O)c1cccc(C(=O)OCC(=O)N2CCN(C(=O)c3ccco3)CC2)c1	5%	10%	?	-28	-13%	8	-5%	5	0.4
COc1ccc(S(=O)(=O)Nc2c(C)c(C)cc3c2ncn3C)cc1	-13%	-20%	-23%	-16	12%	-7	-9%	4	-2.9
CCCCCCC1C(C#N)=C(N)OC2=C1C(=O)CC(C)(C)C2 (centres undefined)	0%	7%	0%	13	12%	5	3%	9	-1.8
CCn1c(C)nc2cc(C(=O)N/N=C/c3ccc(OC)c(O)c3)ccc21	0%	2%	16%	2	15%	0	-20%[57.1 µM]	2	0.7
CC1CN(c2nc3ccccn3c(=O)c2/C=C(\C#N)C(=O)N2CCOCC2)CC(C)O1 (centres undefined)	3%	-30%	39%[activator]	4	3%	22	-4%	2	-4.7
CC(C(=O)NCCc1ccc(F)cc1)N1CCN(Cc2ccccc2)CC1 (centres undefined)	-5%	-8%	15%	3	6%	1	-21%	1	0.5
COc1cccc(-n2nnc3c(=O)n(CC(=O)Nc4ccc(C)cc4)cnc32)c1	-4%	0%	5%	2	1%	1	7%	2	-0.1
COc1cccc(CNC(=O)CCC2CCCN(C(=O)c3ccc(OC)o3)C2)c1 (centres undefined)	-3%	-1%	17%	-7	8%	0	-2%	1	-0.5
CCCCOC(=O)CSCC(=O)N1N=C(c2cccs2)CC1c1ccc(F)cc1 (centres undefined)	-12%	-14%	?	-6	0%	-10	-11%	0	-1.2
Cn1nccc1C(=O)N/N=C/c1ccccc1[N+](=O)[O-]	0%	4%	5%	3	7%	-4	-6%	2	-0.2
Cc1ccc(C)c(S(=O)(=O)c2c(N)n(/N=C/c3ccco3)c3nc4ccccc4nc23)c1	-2%	-16%	-19%	-10	0%	/	-12%[57.1 µM]	7	-1.8
O=C(COC(=O)/C=C/c1cccs1)NC(=O)Cc1ccccc1	-9%	-1%	-10%	-18	7%	-11	-2%	-5	0.0
O=C(CCCN1C(=O)S/C(=C\C=C\c2ccccc2)C1=O)Nc1ccc(C(=O)O)cc1	?	-21%	19%	11	5%	-2	-13%	19	0.8
Cc1ccc(-n2c(-c3ccco3)nc3c(cnn3-c3ccccc3Cl)c2=O)cc1	/	-2%	1%	/	1%	/	/	21	/
CC(C)CC1C(=O)N(Cc2cn(CCC3OCCCO3)nn2)CCS(=O)(=O)N1Cc1ccc(-c2ccc(F)cc2)cc1 (centres undefined)	-2%	-2%	?	9	0%	5	-3%	1	-1.5
CC(NC(=S)NC1CCCCC1)c1ccccc1 (centres undefined)	-2%	?	?	14	7%	5	7%	-1	-0.6
CCN1CCN(c2nc3c(c(=O)[nH]c(=O)n3C)n2Cc2ccccc2)CC1	-12%	0%	2%	-13	-5%	7	8%	-9	0.7
CCOc1cccc(-c2nnc3sc(COc4ccc(C)cc4)nn23)c1	-12%	12%	-9%	37	2%	3	-31%[57.1 µM]	1	-2.2
COc1cccc(CNc2ccc3[nH]c(=O)[nH]c3c2)c1OCc1ccccc1	1%	-5%	28%	35	7%	7	-4%	3	0.5
COc1ccc(/C(C)=N/NC(=O)c2ccc(CSc3cccc4cccnc34)cc2)cc1OC	0%	-4%	49%[activator]	38	?	/	-33%	15	-0.4
CCOC(=O)C(C)n1cnc2c(cnn2-c2ccc(Cl)cc2)c1=O (centres undefined)	-8%	34%	7%	-18	-9%	-2	-1%	5	-0.2

Four compounds picked at random from the list so far:
SMILES	PLK1 PBD inh	GLP1R cytotox	GLP-1R inv ag	DRD3 antagonist	GLP-1R agonist	PI5P4K alpha inh	WRN inhibitor	DRD3 agonist	IL-2 act
O=C(CCCN1C(=O)S/C(=C\C=C\c2ccccc2)C1=O)Nc1ccc(C(=O)O)cc1	?	-21%	19%	11	5%	-2	-13%	19	0.8
CCOc1cccc(-c2nnc3sc(COc4ccc(C)cc4)nn23)c1	-12%	12%	-9%	37	2%	3	-31%[57.1 µM]	1	-2.2
COc1ccc(/C(C)=N/NC(=O)c2ccc(CSc3cccc4cccnc34)cc2)cc1OC	0%	-4%	49%[activator]	38	?	/	-33%	15	-0.4
Cc1ccc(-n2c(-c3ccco3)nc3c(cnn3-c3ccccc3Cl)c2=O)cc1	/	-2%	1%	/	1%	/	/	21	/

Further results follow:
SMILES	PLK1 PBD inh	GLP1R cytotox	GLP-1R inv ag	DRD3 antagonist	GLP-1R agonist	PI5P4K alpha inh	WRN inhibitor	DRD3 agonist	IL-2 act
NC(=O)C1CCN(CCCNC2CC(=O)N(Cc3ccc(N4CCCC4=O)cc3)C2=O)CC1 (centres undefined)	-10%	2%	6%	1	-3%	1	-1%	2	0.6
O=C1CCc2cc(S(=O)(=O)NC3CCCCC3)cc3c2N1CC3	-2%	12%	32%	10	10%	-7	-20%	-10	-0.7
COc1ccc(C(CNC(=O)COc2ccccc2C)N2CCCCC2)cc1 (centres undefined)	-14%	7%	-2%	-11	-1%	9	-4%	-19	-0.2
N#CCOc1ccc(C2=NO[C@@H]3[C@@H]4C[C@@H]([C@H]5C(=O)N(c6ccc7c(c6)OCO7)C(=O)[C@@H]45)[C@H]23)cc1	-7%	-1%	11%	11	-3%	2	-6%	0	0.9
Cn1c(=O)cc(NCc2ccccc2)[nH]c1=O	-13%	-7%	6%	-21	-11%	0	-4%	-2	1.5
COc1ccc(/C=C(\C#N)C(=O)Nc2cc(C)c(Cl)cc2OC)cc1O	4%	-9%	-12%	19	-3%	0	-1%	0	-0.2
Cc1cc(C)cc(OCC(=O)OCC(=O)N2CCc3ccccc32)c1	0%	0%	-3%	6	-5%	15	-6%	0	0.8
CC(=O)Nc1ccc(NC(=O)c2c(-c3ccccc3)noc2C)cn1	-21%	8%	-1%	-8	0%	6	1%	-11	-4.8
CN(C)c1ccc(C(CNC(=O)c2ccccc2)c2c[nH]c3ccccc23)cc1 (centres undefined)	?	-23%	?	-21	-5%	2	-10%	-3	-4.4
O=C(NNC(=S)NC1CCCCC1)c1sc2ccccc2c1Cl	21µM*	-1%	-30%	-64*	-23%	-11	-30%	-10	-0.1
O=C(N/N=C/c1ccc2ncccc2c1)c1ccco1	-12%	-5%	?	9	1%	-77*	-29%[57.1 µM]	0	-1.0
Cc1cc(OC(=O)c2cccc(Cl)c2)c([N+](=O)[O-])c(=O)[nH]1	-9%	0%	8%	-7	-4%	-6	3%	8	-0.5
O=C1N(Cc2cccc(Cl)c2)C[C@@H]2C[C@@H](c3ccc4nonc4c3)N3CCC[C@@]123	-8%	?	?	-9	2%	2	3%	-3	0.1
N=c1sccn1CC(=O)Nc1ccccc1Sc1ccccc1	-6%	0%	?	-8	5%	9	-9%	-11	-0.4
Fc1ccc(CNc2ccn3nc(-c4ccccc4)cc3n2)cc1	-2%	7%	?	21	18%	12	-15%	1	1.6
COC(=O)[C@]1(Cc2ccccc2)N[C@H](CN(C)S(=O)(=O)c2ccc(OC(F)(F)F)cc2)[C@@H]2C(=O)N(Cc3ccccc3)C(=O)[C@@H]21	6%	5%	?	19	-1%	11	11%	7	-0.5
CCOC(=O)c1cc(NC(=O)CNCC(c2ccccc2)N(C)C)cc(C(=O)OCC)c1 (centres undefined)	0%	-17%	?	-2	11%	7	-2%[57.1 µM]	14	-0.2
CC(C)OC(=O)c1ccc(COC(=O)c2cnccn2)cc1	-5%	-1%[7.66 µM]	0%[7.66 µM]	7	10%	1	-12%	-1	-0.7
COc1ccc(CCn2c(N)c(S(=O)(=O)c3cccs3)c3nc4ccccc4nc32)cc1OC	2%	0%	19%	-26	3%	/	-14%[57.1 µM]	8	0.7
COc1ccc(OC)c2c(C)cc(N3CCN(C(=O)c4ccc(Cl)cc4)CC3)nc12	-6%	?	-7%	-18	-2%	/	-9%	-4	4.6
COc1ccc(CNC(=O)CCN2C(=S)NC(C)(C)CC2C)cc1 (centres undefined)	-5%	15%	-5%	1	1%	-8	5%	3	-0.6
CCCC(=Nc1ccccc1)C1=C(O)C(C(=O)OC)C(C)(C)CC1=O (centres undefined)	1%	9%	-21%	-10	14%	/	-10%[57.1 µM]	-2	-4.7
Clc1cccc(CNc2ccn3nc(-c4cccs4)cc3n2)c1	-11%	-3%	-26%	11	10%	5	-11%	1	0.2
COc1cc(CCC(=O)N2CCN(S(=O)(=O)c3ccc(C)c(C)c3)CC2)cc(OC)c1OC	-10%	4%	-3%	-13	-1%	/	-10%	-2	-2.7
CCOC(=O)c1nnsc1C(OC)Oc1ccccc1 (centres undefined)	-13%	1%	-8%	0	6%	2	-22%	-8	0.4
CCOC(=O)c1c(C)c(-c2ccccc2)n(CC(=O)NCc2ccccc2)c1C	/	-8%	-34%	/	1%	/	/	1	/
CCC(C)[C@H](NC(=O)[C@@H]1Cc2ccccc2CN1)C(=O)NCc1ccc(OC)cc1 (some centres undefined)	-3%	-5%	-19%	5	?	2	1%	-31	0.0
